# ST2 IL33 inh = inhibitors of human ST2 (IL1RL1) binding to IL-33, primary screen, biochemical, AlphaLISA | Interleukin-1 receptor-like 1 (Homo sapiens), Q01638 | AlphaLISA ST2-Fc/biotin-IL-33 interaction, 1 h | inhibition, % for hits at 17 µM | actives 2.3% (n = 78,000); in the data active = inhibition above about 30%; inconclusive = mostly about 10% to 28%
# Target sequence (Q01638 whole entry, looked up): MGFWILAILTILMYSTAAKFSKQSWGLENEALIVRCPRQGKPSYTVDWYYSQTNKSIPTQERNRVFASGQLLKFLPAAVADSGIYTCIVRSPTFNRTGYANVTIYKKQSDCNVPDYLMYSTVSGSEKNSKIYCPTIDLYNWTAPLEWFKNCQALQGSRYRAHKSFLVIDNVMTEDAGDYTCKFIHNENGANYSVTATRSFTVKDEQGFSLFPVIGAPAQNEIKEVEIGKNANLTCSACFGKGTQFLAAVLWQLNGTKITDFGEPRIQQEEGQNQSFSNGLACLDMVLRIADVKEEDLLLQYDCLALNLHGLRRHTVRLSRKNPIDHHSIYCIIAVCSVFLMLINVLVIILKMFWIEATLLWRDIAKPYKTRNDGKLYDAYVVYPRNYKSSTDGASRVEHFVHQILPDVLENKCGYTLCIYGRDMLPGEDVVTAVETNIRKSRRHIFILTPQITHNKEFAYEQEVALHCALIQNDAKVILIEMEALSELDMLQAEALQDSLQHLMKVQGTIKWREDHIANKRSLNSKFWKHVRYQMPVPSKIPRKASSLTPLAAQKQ
# An asterisk follows results filed as active; i = inactive; ? = inconclusive. The list is partial, so the mix of outcomes need not match the whole.
# Start of the listing, in advance (two entries):
SMILES,ST2 IL33 inh
Cc1n[nH]c(C)c1S(=O)(=O)N1CCC2(CC1)OCCO2,i
O=C1CC(c2ccccc2)CN1Cc1nc(Cc2ccccc2)n[nH]1 (stereo not given),i

# Main list, previewed entries included:
SMILES,ST2 IL33 inh
Cc1n[nH]c(C)c1S(=O)(=O)N1CCC2(CC1)OCCO2,i
O=C1CC(c2ccccc2)CN1Cc1nc(Cc2ccccc2)n[nH]1 (stereo not given),i
CCc1ccccc1NC(=O)C(=O)N1CCCn2nc(C(=O)N3CCCC3)cc2C1,?
Oc1ccccc1C1=Nc2ccccc2N=C(c2ccc(F)cc2)C1,?
OC1(CCC2(O)CCCC2)CCCC1,i
COc1cc(CN2CCCN(C)CC2)cc(Br)c1O,i
COc1ccccc1CC(=O)Nc1ccc2c(c1)OCO2,i
Cc1ccc(O)c(N=Cc2cc(Cl)cc(Cl)c2O)c1,i
Cc1occc1C(=O)NCc1ccco1,i
COc1ccc(C(=O)Cn2c(=O)n(CCc3ccccc3)c(=O)c3cc(OC)c(OC)cc32)cc1,i
Cc1cc([N+](=O)[O-])nn1C(=O)Cc1ccccc1,i
Nc1nc(=O)n2c(n1)oc1ccccc12,?
COc1ccc(C2C(C(=O)Nc3ccccc3OC)=C(C)Nc3nnnn32)cc1 (stereo not given),i
CC(=O)N1c2ccc(S(=O)(=O)N3CCCCC3)cc2CC1C(=O)Nc1ccncc1 (stereo not given),i
Cc1cccc(=O)n1CCC(=O)N1CCC2(CC1)c1ccccc1[C@@H](N)[C@@H]2O,i
CC1CCc2c(sc3ncn4ncnc4c23)C1 (stereo not given),i
O=C(Cn1c(NCCO)nc2ccccc21)c1ccc(Cl)cc1Cl,?
O=C1NC(=Nc2ccccc2Cl)S/C1=C/c1cccnc1,i
O=C(Nc1ccccc1Cl)[C@H](CSCc1ccccc1)N1Cc2ccccc2C1=O,i
CCCSc1nc2c(c(=O)n1-c1ccc(Cl)cc1)SCC2,i

# For reference, five of the compounds above.
SMILES,ST2 IL33 inh
CC1CCc2c(sc3ncn4ncnc4c23)C1 (stereo not given),i
O=C(Cn1c(NCCO)nc2ccccc21)c1ccc(Cl)cc1Cl,?
O=C1NC(=Nc2ccccc2Cl)S/C1=C/c1cccnc1,i
O=C(Nc1ccccc1Cl)[C@H](CSCc1ccccc1)N1Cc2ccccc2C1=O,i
CCCSc1nc2c(c(=O)n1-c1ccc(Cl)cc1)SCC2,i

# The list goes on:
SMILES,ST2 IL33 inh
COc1c(C)cnc(CN(C)C(=O)c2ccc(-n3cnnc3)cc2)c1C,i
CCOC1=NC2Nc3ccccc3N(CC)C2C1c1ccc([N+](=O)[O-])cc1 (stereo not given),i
COc1ccc(C)cc1NC(=O)CSc1nc(-c2ccc3c(c2)OCO3)nc2cc(=O)[nH]n12,i
CC1=C(C(=O)Nc2ccc(Cl)cc2)C(c2ccc([N+](=O)[O-])cc2)n2ncnc2N1 (stereo not given),i
COC(=O)c1c(NC(=O)C(C)Oc2ccc(Cl)c(C)c2)sc(C)c1C (stereo not given),i
O=C(Cc1c(C(=O)O)[nH]c2ccccc12)NC1CCCC1,i
COc1ccc(/C=C/C(=O)N2CCN=C2c2ccccc2)cc1OC,?
COc1cc(OC)c(CN2CCN(c3ccccc3C)CC2)cc1Br,?
COc1ccc(N2CCCS2(=O)=O)cc1NC(=O)c1ccc(OC)c(OC)c1,i
O=c1c2ccccc2nc2c3ccccc3c(N3CCOCC3)nn12,i
CC(=O)N1c2ccc(N=Cc3cccc([N+](=O)[O-])c3)cc2CC1C (stereo not given),?
C=CCn1c(SCc2cc(C(C)=O)ccc2OC)nnc1-c1cccc(Br)c1,i
COc1ccc(C2SCCN2S(=O)(=O)c2ccc(C)c([N+](=O)[O-])c2)cc1OC (stereo not given),?
Cc1ccccc1Cc1c(C)nc2nc(SCC(=O)NC3CC3)nn2c1C,i
CCOC(=O)Cc1csc(NC(=O)c2cc3ccccc3oc2=O)n1,i
O=C(NCC(=O)N1CCCCCC1)c1cccs1,i
O=S(=O)(NCC(c1cccnc1)N1CCN(c2ccccc2F)CC1)c1ccccc1 (stereo not given),i
CC1CCCCC1NS(=O)(=O)c1ccc2c(c1)CCN2C(=O)C1CC1 (stereo not given),i
C=CCOc1ccc(C=Nc2ccc(Cl)cc2)c(O)c1,?
O=C(NCc1ccco1)c1ccc(N2C(=O)C3C4C=CC(C4)C3C2=O)cc1 (stereo not given),i
O=[N+]([O-])c1ccccc1S(=O)(=O)NCCSc1ccccc1,i
O=C(Nc1ccc2c(c1)OCO2)N1CCCC1c1ccccn1 (stereo not given),i
CCOc1ccc(S(=O)(=O)Nc2cccc3c2CCCC3)c2cccnc12,i
O[C@H]1C[C@@H]2CN(c3nccc(CCC(F)(F)F)n3)C[C@@H]2C[C@@H]1O,i
Cc1ccc(S(=O)(=O)CC(Cn2nc(Cl)nc2Cl)n2nc(Cl)nc2Cl)cc1 (stereo not given),i
COc1cccc(C2CC(c3ccc(Br)cc3)=NN2C(=O)c2ccncc2)c1OC (stereo not given),i
COc1ccccc1-n1nc(C(C)C)nc1-c1cccc(-n2cnnc2)n1,i
CCc1cccc(NC2CC(=O)N(c3cccc(Cl)c3)C2=O)c1 (stereo not given),i
CC(C)N1CCC(CNC(=O)CCC2CCCC2)C1 (stereo not given),i
Cc1cccn2c(=O)c(C=NCc3ccccc3)c(NCc3ccco3)nc12,?

# Two entries picked at random from the list so far:
SMILES,ST2 IL33 inh
C=CCn1c(SCc2cc(C(C)=O)ccc2OC)nnc1-c1cccc(Br)c1,i
Cc1cc([N+](=O)[O-])nn1C(=O)Cc1ccccc1,i

# Later entries:
SMILES,ST2 IL33 inh
CCSc1oc(-c2ccco2)nc1S(=O)(=O)c1ccc(C)cc1,i
Cc1sc2nc(CCN)nc(N(C)CCc3ccccn3)c2c1C,i
CSc1cccc(NC(=O)CSc2nc3ccccc3[nH]2)c1,i
COc1c(F)cccc1C(=O)N(C)C(C)c1nc(C)sc1C (stereo not given),i
O=C(CC1(O)C(=O)N(Cc2ccc(Cl)cc2)c2ccccc21)c1ccc(Br)cc1 (stereo not given),i
COc1ccc(C2C(C#N)=C(N)OC3=C2C(=O)CC(C)(C)C3)cc1 (stereo not given),i
Cc1ccsc1CN1CC(=O)N(c2ccc(Cl)cc2)C1=O,i
CCOC(=O)c1c(NC(=O)COc2ccc(OC)cc2)sc(C)c1C,i
COCCN(CC1CCN(Cc2ccccc2OC)CC1)C(=O)c1ccccc1,i
COc1cc([N+](=O)[O-])ccc1N1CCCC1,38%*
CN(C(=O)c1ccccc1[N+](=O)[O-])c1ccccc1,i
O=C(Nc1ccccc1[N+](=O)[O-])c1cc(Br)ccc1Cl,?
CC(C)(C)NS(=O)(=O)Nc1ccccc1[N+](=O)[O-],i
CCC(NC1CCN(c2ccc3c(c2)OCO3)CC1)c1ccnn1C (stereo not given),i
O=c1[nH]c(=O)c2nc3c(ccc4nsnc43)nc2[nH]1,i
CCOC(=O)c1oc2ccccc2c1NC(=O)C1CCCC1,i
O=C(c1[nH]ncc1Cl)N1CCCC(c2n[nH]c(=O)n2-c2ccccc2)C1 (stereo not given),?
COC(=O)C1=C(C)NC2=C(C(=O)CC(c3ccc(Cl)cc3)C2)C1c1ccc(F)cc1 (stereo not given),i
COc1cc(OC)c(OC)cc1CN1CCN(c2ccccc2F)CC1,?
CCCCNC(=O)NS(=O)(=O)c1c(C)cc(C)nc1Cl,?
Cc1cnc2c(c1)C(=Nc1ccccc1)c1cc([N+](=O)[O-])ccc1-2,?
CCc1cc2c(=O)c(-c3ccccc3)coc2cc1O,i
CC(C)CNC(=O)c1ccccc1NC(=O)c1cccs1,i
CSc1nc(N)nc(SCc2ccc(Cl)c(Cl)c2)c1C#N,i
O=C(Nc1ccccc1O)c1ccc(S(=O)(=O)c2ccc(Cl)cc2)cc1,i
NCC1CN(Cc2ccccc2Cn2cccn2)CCO1 (stereo not given),i
CC1(C)CC2CC(C)(CN2C(=O)c2cc(-c3ccco3)on2)C1 (stereo not given),i
COc1ccc(C2CC(=O)C3=C(C2)Nc2ccccc2NC3c2ccc(C(F)(F)F)cc2)cc1 (stereo not given),?
O=C1c2ccc(F)cc2C(=O)N1Cc1ccc(F)cc1,i
COC(=O)COc1ccc2c(=O)c(-c3ccccc3OC)coc2c1,i
O=C(NCc1cccnc1)c1cc(-c2ccc(Cl)s2)nc2ccccc12,?
c1ccc(-c2nnc(-c3ccccc3)c3nonc23)cc1,?
COC(=O)c1c(NC(=O)CSc2ccccn2)sc2c1CCC(C(C)(C)C)C2 (stereo not given),?
CCCOc1ccc(NC(=O)C(=O)NCCc2ccc(OC)c(OC)c2)cc1,i
COc1ccc(C(=O)N2CCC(c3nn(C)c(=O)n3-c3ccccc3)CC2)o1,i
O=C1CCSc2ccc(S(=O)(=O)N3CCOC(C(F)(F)F)C3)cc2N1 (stereo not given),?
COc1cccc(N2CCN(Cc3cccs3)CC2)c1,i
O=C(CN1CCCCC1)N1c2ccccc2C=Cc2ccccc21,i
Cc1ccc2[nH]cc(-c3cnc(N)cn3)c2c1,i
CCOC(=O)c1cccc(NC(=O)N2CC[C@@H](CC(=O)N(C)CC#N)[C@@H](CC)C2)c1,i
CCNC(=O)c1ccccc1-c1ccccc1C(=O)O,?
CC(C)CCNC(=O)c1cccn2c(=O)c3c4c(sc3nc12)CCCC4,i
CCCCNC(=O)c1cc(-c2ccncc2)nc2ccccc12,i
Cc1cc(-c2c(-c3ccccc3)ncn2Cc2ccc(CO)cc2)n[nH]1,i
CC(C)C(=O)Nc1cccnc1-c1cccc2c1CCNC2,i
COc1ccccc1S(=O)(=O)Cc1ccc(C(=O)N2CCN(c3ccccc3)CC2)o1,i
Cc1cc(C)c(NS(=O)(=O)c2ccccc2)c(C)c1,i
Cc1cccc(Nc2ncnc3ccccc23)c1,i
CC1=C(C(=O)Nc2cccnc2)C(c2ccncc2)n2nnnc2N1 (stereo not given),i
O=C(CCCn1cnc([N+](=O)[O-])n1)Nc1ccc(Cl)c(Cl)c1,?

# Four entries from above, as labelled records.
Cc1cc(C)c(NS(=O)(=O)c2ccccc2)c(C)c1
  ST2 IL33 inh: i
Cc1cccc(Nc2ncnc3ccccc23)c1
  ST2 IL33 inh: i
CC1=C(C(=O)Nc2cccnc2)C(c2ccncc2)n2nnnc2N1 (stereo not given)
  ST2 IL33 inh: i
O=C(CCCn1cnc([N+](=O)[O-])n1)Nc1ccc(Cl)c(Cl)c1
  ST2 IL33 inh: ?

# The listing continues:
SMILES,ST2 IL33 inh
Cc1cc(=O)[nH]c(SCC(=O)Nc2cccc(C(F)(F)F)c2)c1C#N,i
CCc1ccccc1N1C(=O)C2C3C=CC(C3)C2C1=O (stereo not given),i
O=C(O)C1CCCCC1C(=O)Nc1ccc(F)cc1 (stereo not given),i
CC(C)N1C(=O)[C@@H]2CN(C(=O)C3CCCC3)CCN2C1=O,i
COc1ncccc1C(=O)NCCC(=O)Nc1cccc(C)c1,?
CCOC(=O)C1=C[C@]2(CC)CCCN3CCc4c(n1c1ccccc41)[C@@H]32,?
CC(=O)Nc1ccc(NC(C)=O)cc1,i
CCn1c2ccccc2c2nnc(SCC(=O)Nc3ncccn3)nc21,?
Cc1cc(Sc2ccccc2NC(=O)Nc2ccc(Br)cc2F)n2ncnc2n1,i
Cc1ccc(C2C(C(=O)c3ccco3)=C(O)C(=O)N2CCN(C)C)o1 (stereo not given),?
CC1(C(=O)NC2CCCCC2)CCC(=O)N1Cc1ccco1 (stereo not given),i
O=C(Nc1ccc2c(c1)OCO2)c1cc2nc(-c3ccco3)cc(C(F)(F)Cl)n2n1,?
COc1cc2c(cc1OC)CN(C1CCCN(Cc3ccc(C#CCCO)cc3)C1)CC2 (stereo not given),i
O=C1NCC2(CCCN(c3ncnc4c3CCC4)CC2)O1 (stereo not given),i
Cc1cc(C)n(-c2ccc(NC(=O)C3CCN(C(=O)CCCc4cccs4)CC3)cc2)n1,i
CCCOc1ccc(-c2nc3s/c(=C\c4ccc(OC)c(OC)c4)c(=O)n3n2)cc1,i
C[C@@H]1C(=O)O[C@H]2[C@H]1CC[C@@]1(C)Cc3sc(NS(=O)(=O)c4ccc5c(c4)CN(C(=O)C(F)(F)F)CC5)nc3[C@@H](C)[C@H]21,?
Cc1ccc(-c2noc([C@@H]3C[C@H](NC(=O)CSCC(=O)O)CN3C)n2)cc1,i
Clc1ccc(SCc2nc3ncccn3c2Br)cc1,?
Cc1ccc(C(c2sc3nc(C)nn3c2O)N2CCN(CCO)CC2)cc1 (stereo not given),i
C#CCNC(=O)CC[C@H]1CNC(=O)[C@@H]2[C@@H](CCN2Cc2ccc(C)cc2)N1C,i
COc1ccccc1NS(=O)(=O)c1ccc(Br)s1,i
O=C(COc1ccc(C2CCCCC2)cc1)Nc1nccs1,i
O=C(O)CCNc1ccc(Br)cc1C(=O)O,i
Cc1ccc(S(=O)(=O)N2CCSC2c2cccc(Cl)c2)cc1[N+](=O)[O-] (stereo not given),i
CCOc1ccc(-c2cn(-c3ccc(CC)cc3)c(=O)[nH]2)cc1,?
Cc1cc(N(C)C)nc(Nc2ccc(NC(=O)c3ccc(Cl)cc3)cc2)n1,?
Cc1ccc(C(=O)Nc2cccc(-c3nc4ncccc4o3)c2C)cc1C,i
Cc1ccc(NC(=O)C(NS(=O)(=O)c2ccc3c(c2)oc(=O)n3C)C(C)C)cc1C (stereo not given),?
Cc1ccccc1NC(=O)c1ccc(C)c(S(=O)(=O)Nc2cccnc2)c1,i
O=C(Cn1nc(-c2ccccc2)ccc1=O)NCC1CCCO1 (stereo not given),?
Cc1ccc2occ(CN3CCN(c4ccccc4)CC3)c(=O)c2c1,i
Cn1c(=N)n(CCOc2ccc(Cl)cc2Cl)c2ccccc21,?
CCC(=O)NC(N)=Nc1nc(C)c2cc(C)ccc2n1,i
COCCNC(=O)C[C@@H]1O[C@H](CNC(=O)c2cccc(F)c2)[C@@H](O)[C@H]1O,i
CC1CCCN(C(=O)c2ccc([N+](=O)[O-])o2)C1 (stereo not given),?
CCCn1cnnc1CNc1nc(-c2ccccc2)nc2c1CCNC2,i
